GRP78 ERSR act = ER stress response induction in glioma. AID 602332. Potency, µM, for inactives: top-dose activation, actives largely listed as activators. actives 0.02% (n = 420,000). U87-MG GRP78 promoter luciferase reporter, 16 h; also: potency is read from the fitted curve at half-maximal effect; series mostly up to about 76 µM; % of control where 0% means no effect; nearly all actives have a fitted effect of over 35% in size
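ERSR induction read as luciferase luminescence (Bright-Glo, 10 min at room temperature) in stably transfected human U87-MG glioma cells exposed to compounds for 16 h, using GRP78 as sensor.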
Vif-A3F inh = blocks the Vif interaction with APOBEC3F. Potency, µM (doses to about 46.1 µM), inactives show at the highest dose activity, negative = active. actives 0.2% (n = 390,000). HeLa A3F-eYFP + Vif (tagged APOBEC3F with the HIV-1 protein that degrades it), YFP fluorescence increase; also: potency is read from the fitted curve at half-maximal effect; % of control where 0% means no effect; nearly all actives have a fitted effect of over 65% in size
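HeLa cells stably expressing Vif plus C-terminally eYFP-tagged A3F were seeded, incubated overnight at 37 deg C, dosed with compound, incubated overnight again at 37 deg C. Yellow fluorescence (Ex 488/Em 500-530) reported blocked Vif-mediated A3F-eYFP degradation.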
LDHA inh = inhibitors of human lactate dehydrogenase A; P00338; purified LDHA, NADH/diaphorase-resazurin fluorescence; stronger effect = lower value; activity change, % (values are at about 110 or 230 µM); actives 0.15% (n = 480,000); AID 1347041; in the data active = activity change below about -30%; inconclusive = mostly about -25% to -30%;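 also: plate controls were DMSO wells for no effect and wells without enzyme for full effect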
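Enzyme activity of human lactate dehydrogenase 5 (2 nM; 0.06 mM NADH, 0.2 mM pyruvate, 5 min, RT) is measured via a resazurin/diaphorase fluorescence readout of residual NADH.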
IDH1 R132H inh = blocks human mutant IDH1 R132H enzyme; actives 0.093% (n = 390,000); O75874; IDH1-R132H enzyme, NADPH consumption, diaphorase/resazurin fluorescence; Potency, µM (doses to about 76.6 µM), for inactives: at the top dose activity change, negative = inhibition, actives largely listed as inhibitors; also: potency is read from the fitted curve at half-maximal effect; % is scaled to controls: 0 for no effect and ±100 for the full control effect; nearly all actives have a fitted effect of over 65% in size
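IDH1-R132H (0.5 ug/mL) preincubated 30 min with compound, then NADPH (0.016 mM) and alpha-KG (2 mM) added; 80 min at RT, pH 7.5. Remaining NADPH coupled via diaphorase/resazurin to fluorescence (540/590 nm); concentration-response curves normalized to no-enzyme control.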
RGS4 inh = inhibitors of human regulator of G protein signaling 4. P49798. Transcreener GDP fluorescence polarization, RGS4-accelerated GTP hydrolysis. Potency, µM (highest dose often 114 µM), without a hit: top-dose activity change, negative = inhibition, most hits filed as inhibitors. actives 0.039% (n = 390,000). AID 504845; also: potency is read from the fitted curve at half-maximal effect; % is scaled to controls: 0 for no effect and ±100 for the full control effect; nearly all actives have a fitted effect of over 75% in size; some results filed as inactive show a strong effect at the top dose
Target sequence (P49798 whole entry, looked up): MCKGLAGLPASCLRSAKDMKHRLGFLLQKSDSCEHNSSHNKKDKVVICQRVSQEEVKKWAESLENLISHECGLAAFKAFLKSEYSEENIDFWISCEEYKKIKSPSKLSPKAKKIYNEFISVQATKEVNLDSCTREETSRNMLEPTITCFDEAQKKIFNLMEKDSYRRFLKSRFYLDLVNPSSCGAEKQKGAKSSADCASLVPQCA
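MLSMR compounds (23 nl, pin-transferred) preincubated 10 min at room temperature with a 500nM (2x) first reagent, then RGS4 at 900nM (2x) plus Transcreener GDP mix added; fluorescence polarization (620/688 nm) read before and after 90 min at 30 °C.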
rTrxR1 inhibitor = inhibitors of rat thioredoxin reductase 1; recombinant rTrxR1, NADPH fluorescence consumption, selenite substrate; Potency, µM (series often up to 114 µM), for inactives: at the highest dose activity change, negative = inhibition, usual class: inhibitors; actives 1% (n = 390,000); also: potency is read from the fitted curve at half-maximal effect; % is scaled to controls: 0 for no effect and ±100 for the full control effect; nearly all actives have a fitted effect of over 65% in size
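Rat TrxR1 (90 nM in the dispensed reagent) was pre-reduced with 400 uM NADPH for 5 min at room temperature, then incubated with compound for 15 min. After 400 uM selenite was added, NADPH fluorescence (Ex 340/Em 450 nm) was followed for 8 min.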
TrxR1 substrate = is turned over as a substrate by rat TrxR1; O89049; purified TrxR1 substrate turnover, NADPH consumption readout; Potency, µM (top dose mostly 114 µM), for inactives: at the highest dose activity change, negative = substrate turnover; actives 0.01% (n = 390,000); also: potency is read from the fitted curve at half-maximal effect; % is scaled to controls: 0 for no effect and ±100 for the full control effect; nearly all actives have a fitted effect of over 50% in size
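Rat TrxR1, dispensed at 90 nM, was prereduced with 400 uM NADPH (final) for 5 min at ~22 deg C, then incubated with compound 15 min before 400 uM selenite. A first-read NADPH fluorescence drop versus no-compound background flagged substrates.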
Vif-APOBEC3G blk = blocks the Vif interaction with human APOBEC3G | Q9HC16 | HeLa A3G-eYFP + Vif (tagged APOBEC3G with the HIV-1 protein that degrades it), YFP fluorescence, overnight | Potency, µM (titrated, usually from 46.1 µM), inactives show at the top dose activity, negative = active, usual class: inhibitors | actives 0.076% (n = 410,000) | AID 602310;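 also: potency is read from the fitted curve at half-maximal effect; % is scaled to controls: 0 for no effect and ±100 for the full control effect; nearly all actives have a fitted effect of over 60% in size; hits raise eYFP signal because A3G escapes Vif-driven loss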
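HeLa cells stably expressing Vif and C-terminally eYFP-tagged A3G, seeded overnight at 37 deg C, then exposed to compound by pintool overnight at 37 deg C. Rise in yellow fluorescence (Ex 488/Em 500-530, Acumen) marks blocked Vif-driven A3G degradation.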
USP1-UAF1 inh = USP1/UAF1 (human) deubiquitinase inhibition; recombinant USP1/UAF1, Ub-Rhodamine cleavage fluorescence; Potency, µM (titrated, usually from 57.1 µM), for inactives: at the top dose activity change, negative = inhibition, usual class: inhibitors; actives 0.23% (n = 390,000); AID 743255; also: potency is read from the fitted curve at half-maximal effect; % is scaled to controls: 0 for no effect and ±100 for the full control effect; nearly all actives have a fitted effect of over 60% in size; inactives centre near -12
Target sequence (O94782 whole entry, looked up): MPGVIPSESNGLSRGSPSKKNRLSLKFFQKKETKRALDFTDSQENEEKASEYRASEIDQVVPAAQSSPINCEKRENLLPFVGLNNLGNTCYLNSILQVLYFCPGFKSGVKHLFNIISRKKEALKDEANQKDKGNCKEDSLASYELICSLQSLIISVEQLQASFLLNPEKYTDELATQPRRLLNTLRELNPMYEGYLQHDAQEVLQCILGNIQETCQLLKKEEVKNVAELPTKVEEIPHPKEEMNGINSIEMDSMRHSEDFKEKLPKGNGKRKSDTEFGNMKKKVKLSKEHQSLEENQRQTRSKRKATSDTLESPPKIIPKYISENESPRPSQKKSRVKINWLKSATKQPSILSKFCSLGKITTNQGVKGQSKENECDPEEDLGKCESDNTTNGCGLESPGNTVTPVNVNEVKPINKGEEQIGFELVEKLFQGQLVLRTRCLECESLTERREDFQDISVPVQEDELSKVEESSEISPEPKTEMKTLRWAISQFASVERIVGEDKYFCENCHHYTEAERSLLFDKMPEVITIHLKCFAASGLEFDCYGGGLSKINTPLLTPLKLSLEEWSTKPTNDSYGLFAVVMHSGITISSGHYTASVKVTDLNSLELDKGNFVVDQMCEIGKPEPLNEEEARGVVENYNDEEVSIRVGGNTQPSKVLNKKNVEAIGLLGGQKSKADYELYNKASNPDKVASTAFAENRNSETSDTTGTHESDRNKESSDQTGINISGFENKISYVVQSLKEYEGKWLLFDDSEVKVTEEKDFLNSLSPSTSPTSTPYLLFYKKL
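In this screen, compounds sit with the deubiquitinase complex (1nM) for 15 min at room temperature before Ub-Rho is added at 150nM final. Fluorescence rise is then followed for 6 reads every 60 seconds.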
Starred values were filed as active, the others as inactive; ? = inconclusive; · = no result given; & = joins results of further samples; [ ] = remark or other dose. Unless noted, calls follow the shape of the dose curve; as a rule, active = well fitted curve in the direction sought with a large enough effect; inconclusive = small, poorly fitted or top-dose-only effect, or another doubt; inactive = no such curve, though single readings can be large; an effect the other way counts as inactive or inconclusive. A portion of the library. The share of hits here may be higher or lower than overall.

SMILES | GRP78 ERSR act | Vif-A3F inh | LDHA inh | IDH1 R132H inh | RGS4 inh | rTrxR1 inhibitor | TrxR1 substrate | Vif-APOBEC3G blk | USP1-UAF1 inh
Fc1ccc(-c2csc3nnc(SCc4cccnc4)n23)cc1 | -2% | -9% | -3 | 1% | -18% | -1% | -7% | 0% | -2%
Cc1csc(N(C(=O)c2ccccc2F)c2ccccc2)n1 | -3% | 10% | -1 | 5% | -24% | 4%[57.1 µM] | -4%[57.1 µM] | -1% | -15%
COc1cc(C)ccc1OCCCOc1ccccc1Cl | 7% | -9% | -8 | 1% | -1% | -1% | 1% | -7% | -8%
CCOC(=O)C1CC(=O)c2cc(OC)c(OC)cc2C1 (stereo not given) | -3% | 5% | -2 | -5% | 10% | 23% | 43%[activator] | 4% | -4%
N#Cc1ccc(-c2csc(NNC(=O)c3ccccc3)n2)cc1 | -5% | -6% | 0 | -2% | 13% | 6% | -4% | 3% | -8%
CCOc1ccc(S(=O)(=O)N2CCC(C(=O)NCc3ccccn3)CC2)cc1 | -4% | 3% | -7 | -10% | -10% | 9% | 1% | 4% | -20%
Cc1noc2ncnc(N3CCCCC3)c12 | -2% | -4% | -9 | -13% | -3% | 9% | -1% | 0% | -19%
Cc1c(-n2c(-c3ccccc3Cl)n[nH]c2=S)c(=O)n(-c2ccccc2)n1C | 0% | ? | -1 | 8% | -17% | -9% | 9% | -8% | -25%
CCc1cccc(NC(=O)CN2C(=O)COc3ccc(S(=O)(=O)N4CCC(C)CC4)cc32)c1 | 0% | 0% | -5 | -7% | 18% | 5%[57.1 µM] | -2%[57.1 µM] | -6% | -4%
COc1ccc(C(=O)C2CCCN(Cc3cn(C)nc3-c3ccccc3)C2)cc1F (stereo not given) | -6% | -6% | -1 | -9% | -8% | 22% | -3% | 2% | -14%
COc1ccc(-c2nn(C)c(=O)c3ccccc23)cc1CNC(=O)c1ccco1 | -2% | -6% | -6 | -3% | -16% | 10%[57.1 µM] | 8%[57.1 µM] | -21% | 0%
C=CCn1c(SCC(=O)c2[nH]c(C)c(C(=O)OCC)c2C)nc2scc(-c3ccc(OC)cc3)c2c1=O | -5% | -26% | -11 | 2% | 7% | -5% | -6% | -2% | -18%
Cc1ccc(N(Cc2ccc(C(=O)Nc3c(C)n(C)n(-c4ccccc4)c3=O)cc2)S(C)(=O)=O)cc1C | -4% | 15% | 1 | 7% | -11% | 4%[57.1 µM] | 0%[57.1 µM] | 3% | -15%
COc1ccc(C(=O)Oc2ccc[nH]c2=O)cc1 | 2% | -6% | 4 | 10% | 12% | -5%[57.1 µM] | -4%[57.1 µM] | 2% | 3%
COCCCNC(=O)c1cc(C(=O)Cc2ccccc2)c[nH]1 | 0% | -8% | -8 | -1% | 18% | 9% | 3% | 0% | -26%
c1ccc(-c2nn3c(C4CCCCC4)nnc3s2)nc1 | 3% | -2% | -5 | 1% | -2% | -3% | 8%[57.1 µM] | 0% | 1%
CCCCOC(=O)Nc1ccc(C(=O)OC)cc1 | 12% | 0% | -9 | 3% | -20% | 4% | 3% | 3% | -10%
O=C(COc1ccccc1C(=O)Nc1ccccc1)NCCc1ccccc1 | 3% | 11% | -5&-2 | -3% | -7% | 11%[57.1 µM] | -5%&-7% | 0% | 1%
COC(=O)c1nnn(CC(=O)Nc2cc(F)ccc2F)c1C(=O)OC | -2% | 1% | 2 | 20% | -9% | 1% | 1% | 0% | -9%
COc1cc(CNC(=O)c2ccc3nc(Cc4ccccc4)oc3c2)cc(OC)c1OC | -5% | -7% | 2 | 14% | -19% | 10%[57.1 µM] | 1%[57.1 µM] | -1% | -25%
CC(C)c1ccc(NC(=O)CCCN2C(=S)NC(C)(C)CC2C)cc1 (stereo not given) | 3% | 21% | 0 | -7% | -8% | 1% | 2% | -10% | -18%
Fc1ccc(NC(=S)Nc2ccccc2OC(F)F)cc1Cl | -5% | -6% | -6 | 7% | -18% | ? | -5% | 4% | -25%
CCOC(=O)c1c(C)[nH]c(C(=O)C(C)OC(=O)c2cnc(C)cn2)c1C (stereo not given) | -2% | -3% | -10 | -1% | -41% | -9% | -7% | -5% | 0%
Cn1c(SCc2nnc(-c3ccc(F)cc3)o2)nnc1C1COc2ccccc2O1 (stereo not given) | -8% | -7% | 1 | 9% | 42% | 13%[57.1 µM] | 7%[57.1 µM] | 5% | -1%
COc1ccc(NC(=O)Nc2c(O)ccc3ccccc23)cc1 | -9% | -3% | 9 | 18% | ? | 19% | 0% | -7% | -10%
CC1Cc2ccccc2N1C(=O)Cn1cc(C(F)(F)F)ccc1=O (stereo not given) | -4% | 1% | 2 | 13% | · | · | · | 1% | -20%
COc1ccccc1CC(=O)Nc1ccc(S(=O)(=O)N2CC(C)CC(C)C2)cc1 (stereo not given) | -4% | 2% | -1 | -8% | -16% | 15% | -5% | -1% | -19%
CCC(CO)Oc1cc(NCc2ccccc2)c2ncn(C3CCCC3)c2c1 (stereo not given) | -3% | -1% | 17 | -13% | -15% | -10% | 5% | -14% | ?
O=C(c1cnc2sccn2c1=O)N(Cc1ccccc1)c1ccccn1 | -2% | -13% | -4 | -10% | 17% | 23%[57.1 µM] | 0%[57.1 µM] | 3% | -3%
Cc1cccc(C)c1NC(=O)CN(C)C(=O)Cn1c(=O)cnc2ccccc21 | -3% | -8% | -4 | -2% | 5% | 17% | 6% | 0% | -5%
CCOC(=O)N1CCN(C(=O)CN(C)S(=O)(=O)c2ccc(F)cc2)CC1 | -1% | -16% | -9 | -2% | 0% | 8%[57.1 µM] | 5%[57.1 µM] | -1% | -19%
COc1ccc(C(=O)N2CCN(C(C)=O)CC2)cc1S(=O)(=O)NCc1ccc(Cl)cc1 | -3% | · | -5 | 1% | -4% | 0% | 0% | -1% | -13%
CCCCN(c1ccccc1)S(=O)(=O)c1cccc2cccnc12 | 1% | 9% | 0 | 3% | -4% | 14% | 4% | -3% | -17%
COc1ccc(CCNC(=O)c2cccn2C)cc1 | -4% | -3% | 1 | 0% | 10% | 32% | 10% | 1% | -19%
Cc1ccc(NC(=O)C(C)OC(=O)c2ccc(Cl)nc2)cc1S(=O)(=O)N1CCOCC1 (stereo not given) | -1% | 5% | 3 | 6% | -13% | -1% | -3% | -2% | -23%
COc1ccc(OC(C)C(=O)Nc2ccccc2C(F)(F)F)cc1 (stereo not given) | -1% | -4% | 0 | 5% | -15% | 6%[57.1 µM] | 3%[57.1 µM] | 0% | -16%
NC(=O)c1nsc(C(=O)N(c2ccccc2)C(C(=O)NCC2CCCO2)c2ccc(F)cc2)c1N (stereo not given) | -2% | 0% | -17 | -2% | 14% | 19% | 12% | -8% | -14%
Cc1cc(C)cc(-n2cnc3cc(C(=O)NC4CCCCCC4)ccc32)c1 | -3% | 0% | 1 | 8% | -6% | 15%[57.1 µM] | 3%[57.1 µM] | 5% | -26%
CC(C)COC(=O)n1c(SCC(=O)N(C)C)nc2ccccc21 | 0% | 2% | -2 | 0% | -5% | 0% | -5% | 1% | -6%
Cc1ccc(-c2csc(N3CCN(c4cc5c(cc4Cl)nc(-c4ccncc4)n5CCOCCO)CC3)n2)cc1 | -1% | -1% | -1 | 6% | 3% | 2%[57.1 µM] | 11%[57.1 µM] | -2% | -19%
CCOC(=O)C1C2C=CC3(CN(c4cccc(Cl)c4)C(=O)C13)O2 (stereo not given) | -4% | -1% | 0 | 11% | -7% | 36% | 10% | -1% | -20%
Cc1ccc(NC(=O)CSc2nc(=O)n(Cc3ccncc3)c3c2CCC3)c(C)c1 | -1% | 8% | 3 | 0% | -28% | 13% | 5% | 2% | -12%
Cc1cc[n+](-c2nc([O-])sc2/C=N/Nc2ccc([N+](=O)[O-])cc2)cc1 | -4% | 8% | -4 | -4% | 8% | 21% | 12%[57.1 µM] | 1% | -11%
O=C(Cn1nc(C(F)(F)F)c2c1CCC2)NCc1ccc(F)cc1 | -2% | -12% | 1 | 5% | -8% | -2% | -7% | -1% | -1%
O=C(/C=C/c1ccccc1)c1ccccc1 | ? | ? | -1 | 0% | ? | ? | -8% | ? | -18%
Cc1ccc(NC(=O)C2CCN(C(=O)c3ccc(F)cc3)CC2)nc1 | -4% | -3% | -3 | -8% | -2% | 12%[57.1 µM] | -3% | 0% | -10%
COc1ccc(OC)c(Nc2nc(N)nc(CSc3nnc(N)s3)n2)c1 | -4% | -6% | -3 | 3% | -20% | 0% | 2% | 2% | -6%
Cc1nc2ccccc2n1C(=O)c1cc(-c2ccc(Br)cc2)nc2ccccc12 | 1% | -6% | -1 | 4% | 19% | -11%[57.1 µM] | 2%[57.1 µM] | -7% | 9%
